Bioassay records: PubChem BioAssay, several laboratories
DNMT1 block: DNMT1 (human) enzyme inhibition; DNMT1 molecular beacon, Hinp1I cleavage, fluorescence; P26358; hit rate 0.83% among 360,000; inhibition (reported as % activation of signal), % at 10 µM; in the data active means inhibition above about 50%
NadD inh: NadD (S. aureus) enzyme inhibition; purified NadD enzyme, colorimetric absorbance read-out; inhibition, % at 20 µM; hit rate 0.78% among 360,000; AID 602399; in the data active means inhibition above about 26%; further: some compounds past the cut are filed as inactive
Scp1 inh: blocks human Scp-1 phosphatase activity; Q9GZU7; Recombinant Scp1, phosphopeptide, malachite green phosphate absorbance; inhibition, % at 20 µM; hit rate 0.88% among 340,000; AID 493091;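 active means inhibition above about 50% at 20 µM, limit read from the data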;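 further: plate controls were DMSO wells with enzyme for no effect and wells lacking enzyme for full effect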
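assay system = SCP-1 phosphatase catalytic domain, residues 76-261 | buffer or medium = 50 mM Tris acetate pH 5.5, 0.005% Tween-20, 10 mM MgCl2 | incubation = enzyme reaction 45 min at room temperature, colour 5 min, stabilisation 30 min | signal = Phosphate-binding colour reagent, absorbance read at 630 nm | measure = % inhibition at 20 µM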
Rpn11 block: Rpn11 (human) deubiquitinase inhibition. O00487. calls only at 20 µM. human 26S proteasome, Ub4-pepOG fluorescence polarization; 20S core pre-blocked with epoxomicin. hit rate 0.59% among 360,000. AID 588493;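 active means inhibition at 20 µM, scaled to each plate's controls, above about 33%, limit read from the data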
Target sequence (O00487 whole entry, looked up): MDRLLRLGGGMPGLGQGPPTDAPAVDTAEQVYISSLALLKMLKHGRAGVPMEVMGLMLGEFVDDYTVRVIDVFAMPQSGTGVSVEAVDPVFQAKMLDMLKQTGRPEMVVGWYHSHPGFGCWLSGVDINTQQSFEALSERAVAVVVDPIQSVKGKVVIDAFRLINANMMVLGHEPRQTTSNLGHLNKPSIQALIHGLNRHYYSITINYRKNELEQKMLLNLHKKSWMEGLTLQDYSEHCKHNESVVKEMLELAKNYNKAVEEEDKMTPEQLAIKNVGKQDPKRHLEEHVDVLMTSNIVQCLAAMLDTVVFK
CSN inh: inhibitors of human CSN-mediated cullin deneddylation; hit rate 0.38% among 360,000; inhibition, % at 12.5 µM; Purified CSN, SCF-Nedd8-OG deneddylation, fluorescence polarization; Q92905;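 active means pattern-corrected inhibition above about 35%, with an unprinted fluorescence ratio check between 0.5 and 1.5, limit read from the data, passing the limit was not always enough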;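 further: 0% = enzyme with substrate and 100% = substrate without enzyme; some results filed as inactive read as strong as hits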
Target sequence (Q92905 whole entry, looked up, one chain of several): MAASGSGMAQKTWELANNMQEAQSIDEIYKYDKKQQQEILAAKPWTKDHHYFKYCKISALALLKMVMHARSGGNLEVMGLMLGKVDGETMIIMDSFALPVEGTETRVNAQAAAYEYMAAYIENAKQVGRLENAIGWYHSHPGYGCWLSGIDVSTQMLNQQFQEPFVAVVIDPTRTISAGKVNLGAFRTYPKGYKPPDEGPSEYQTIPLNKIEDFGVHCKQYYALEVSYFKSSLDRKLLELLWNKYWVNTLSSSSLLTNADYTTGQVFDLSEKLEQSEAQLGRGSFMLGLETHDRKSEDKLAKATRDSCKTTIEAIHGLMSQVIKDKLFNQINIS
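Material: human Csn5 produced in HEK293T cells; Input: enzyme 0.24 nM; Reagent: SCFSkp2-Nedd8OG substrate at 10 nM final; Dosing: 12.5 µM compound; Incubation: 90 min reaction at room temperature; Detection: fluorescence polarization of the substrate; Evaluation: % inhibition of substrate cleavage by Csn5; Control set: substrate-only high control, full reaction low control.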
MsrA inhibitor: inhibits bovine methionine sulfoxide reductase A. purified bovine MsrA, absorbance read-out. inhibition, % at 15.5 µM. hit rate 0.75% among 360,000. AID 651718; in the data active means inhibition above about 4.5%;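 further: 0% = vehicle wells with enzyme and 100% = reference inhibitor wells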
LMPTP inh: LMPTP (human) inhibition; P24666; recombinant LMPTP-A, OMFP fluorogenic substrate, fluorescence intensity; inhibition, % at 20 µM; hit rate 0.22% among 360,000; AID 651560;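 active means compounds that cut the enzyme signal by at least half of the control window in the single-dose screen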;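 further: plate controls were DMSO wells with enzyme plus substrate for no effect and substrate without enzyme for full effect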
Target sequence (P24666 whole entry, looked up): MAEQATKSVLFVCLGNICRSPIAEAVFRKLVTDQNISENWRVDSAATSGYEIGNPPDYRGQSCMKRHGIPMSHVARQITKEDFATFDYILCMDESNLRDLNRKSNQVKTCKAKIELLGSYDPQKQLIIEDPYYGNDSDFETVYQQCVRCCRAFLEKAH
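Material: LMPTP-A; amount: 0.625 nM enzyme; doses: single 20 µM dose; times: reaction 50 min, room temperature, dark; technique: fluorescence intensity of OMFP turnover product; benchmarks: no-enzyme and uninhibited controls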
SUMO1-SIM PPI: SUMO1-SIM interaction modulation | inhibition, % at 20 µM | SUMO1 binding to a labelled peptide, TR-FRET, 1 h | hit rate 0.33% among 360,000; in the data active means inhibition above about 37%
Target sequence (P63165 whole entry, looked up): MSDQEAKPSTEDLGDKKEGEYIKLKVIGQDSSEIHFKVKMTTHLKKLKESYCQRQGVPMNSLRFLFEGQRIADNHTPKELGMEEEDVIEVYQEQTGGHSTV
TbMetRS inhib: blocks T. brucei methionyl-tRNA synthetase activity; inhibition, % at 11.9 µM; purified T. brucei MetRS, ATP depletion, Kinase-Glo luminescence; hit rate 0.4% among 360,000;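 active means inhibition above a per-plate cutoff of the control wells' mean inhibition plus 3 SD, cut at about 5.5% in these data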;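 further: 0% = DMSO wells median and 100% = median of wells with control inhibitor compound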
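Material – parasite MetRS enzyme · Medium – HEPES-MgCl2-KCl buffer plus DTT, spermine, BSA, pyrophosphatase · Reagent – ATP, methionine and E. coli bulk tRNA substrates · Times – 15 min enzyme-compound preincubation, 2 h reaction, 10 min detection, 25 °C · Measured by – luminescence of leftover ATP · Evaluation – percent inhibition relative to median high and low control wells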
STEP block: STEP (human) phosphatase inhibition; P54829; recombinant STEP, OMFP fluorogenic substrate, fluorescence; inhibition, % at 20 µM; hit rate 0.25% among 360,000;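 active means inhibition at 20 µM, scaled per plate between control wells, above about 37%, limit read from the data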;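 further: 0% = DMSO with enzyme and substrate and 100% = substrate only without enzyme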
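Test system: STEP tyrosine phosphatase / Reagent: OMFP at 25 µM / Doses: 20 µM, 1% DMSO / Read-out: percent inhibition scaled to no-enzyme and uninhibited-enzyme controls, plate-pattern corrected / Detection: FITC-channel fluorescence of OMFP product / Medium: Bis-Tris buffer pH 6.0, 2.5 mM DTT, 0.005% Tween 20 / Schedule: 20 min at room temperature, dark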
* hit, by the source's call; i = inactive; / = not tested or not shown.

LMPTP inh	CSN inh	canonical_smiles	DNMT1 block	NadD inh	Rpn11 block	STEP block	TbMetRS inhib	MsrA inhibitor	SUMO1-SIM PPI	Scp1 inh
0.8	-0.1	COCC(C)OC(=O)C(C#N)c1nc2ccccc2nc1N1CCN(Cc2ccccc2)CC1 (centres undefined)	-17.9	-9.1	i	4.5	-1.2	-1.7	-13.9	3.9
0.6	4.0	Cn1c(CS(=O)Cc2c(Cl)cccc2Cl)nnc1SCc1ccc(Cl)cc1 (centres undefined)	3.3	3.7	i	1.1	-0.5	-0.5	-3.6	-0.3
-1.2	2.5	Cc1[nH]c2ccc(C(=O)N3CCN(C)CC3)cc2c1C	-0.4	-1.9	i	-3.7	-0.4	1.0	4.6	-11.0
2.5	0.6	NC(=O)[C@H]1CC2(CC(c3cccc(NC(=O)CC(c4ccccc4)c4ccccc4)c3)=NO2)CN1C(=O)c1ccccc1C(=O)c1ccccc1 (some centres undefined)	-34.6	44.1*	i	-0.8	0.0	-0.6	7.2	-3.6
2.5	-9.7	CN(CCO)c1cc(N(C)CCO)c([N+](=O)[O-])cc1[N+](=O)[O-]	3.8	-0.2	i	0.0	-1.0	3.6	-21.5	7.2
0.3	-2.2	CCC1(c2ccccc2)NC(=O)N(CC(=O)Nc2cccc(S(=O)(=O)N3CCCCC3)c2)C1=O (centres undefined)	-3.5	3.4	i	1.7	-0.1	1.7	0.7	-6.8
2.9	2.8	Cc1ccccc1-c1cc2nc(Oc3cccc(F)c3)n(C)c(=O)c2s1	1.4	0.8	i	1.9	-0.3	-0.7	-2.7	/
-1.0	1.3	CCCC(=O)N1CCCC1(C)C(=O)Nc1ccc(OC(F)F)cc1 (centres undefined)	-3.0	3.7	i	-1.8	0.1	1.2	-1.4	/

An excerpt from above in order of formula weight, largest number first:
LMPTP inh	CSN inh	canonical_smiles	DNMT1 block	NadD inh	Rpn11 block	STEP block	TbMetRS inhib	MsrA inhibitor	SUMO1-SIM PPI	Scp1 inh
0.6	4.0	Cn1c(CS(=O)Cc2c(Cl)cccc2Cl)nnc1SCc1ccc(Cl)cc1 (centres undefined)	3.3	3.7	i	1.1	-0.5	-0.5	-3.6	-0.3
0.8	-0.1	COCC(C)OC(=O)C(C#N)c1nc2ccccc2nc1N1CCN(Cc2ccccc2)CC1 (centres undefined)	-17.9	-9.1	i	4.5	-1.2	-1.7	-13.9	3.9
2.9	2.8	Cc1ccccc1-c1cc2nc(Oc3cccc(F)c3)n(C)c(=O)c2s1	1.4	0.8	i	1.9	-0.3	-0.7	-2.7	/
-1.2	2.5	Cc1[nH]c2ccc(C(=O)N3CCN(C)CC3)cc2c1C	-0.4	-1.9	i	-3.7	-0.4	1.0	4.6	-11.0

The list continues.
LMPTP inh	CSN inh	canonical_smiles	DNMT1 block	NadD inh	Rpn11 block	STEP block	TbMetRS inhib	MsrA inhibitor	SUMO1-SIM PPI	Scp1 inh
-0.8	2.8	CC(=O)Nc1cccc(OCC(=O)NS(=O)(=O)c2ccc(Cl)cc2)c1	5.1	-3.8	i	-3.7	-0.1	0.1	4.3	0.8
-1.1	-2.6	Cc1ccc(S(=O)(=O)NCC2CCCO2)cc1 (centres undefined)	1.2	3.7	i	-1.9	-0.1	0.0	6.8	0.4
0.0	-4.3	COc1ccc(C(=O)CN2CCN(c3ccc(Cl)cc3)CC2)cc1OC	-3.8	-1.2	i	-1.8	-0.2	0.0	-3.4	-13.1
6.0	-6.2	O=C(Cn1c(/C=C/c2ccccc2)nc2ccccc21)Nc1ccc(F)cc1	-14.5	10.8	i	-1.7	32.1*	2.0	-2.5	-7.8
-0.8	-2.2	N#Cc1ccc(C(=O)NNC(=O)c2cccc(S(=O)(=O)N3CCOCC3)c2)cc1	3.0	5.7	i	1.1	-0.3	1.2	6.9	9.8
-1.4	-3.6	Cc1ccc(NC2(C#N)C(=O)Nc3ccccc32)cc1 (centres undefined)	-2.0	-2.0	i	1.1	-1.9	-0.4	-13.8	0.6
1.0	-3.3	Cc1ccc(S(=O)(=O)NCc2ccco2)cc1C(N)=O	-4.8	0.2	i	3.6	0.7	0.6	1.8	-2.9
1.4	-17.0	CS(=O)(=O)Nc1ccc(C(=O)Nc2cccc([N+](=O)[O-])c2)cc1	5.2	-6.2	i	6.0	-1.0	2.9	-18.9	10.4

LMPTP inh	CSN inh	canonical_smiles	DNMT1 block	NadD inh	Rpn11 block	STEP block	TbMetRS inhib	MsrA inhibitor	SUMO1-SIM PPI	Scp1 inh
0.8	-4.6	COc1ccc(-c2cc(C(F)(F)F)n3ncc(C(=O)N4CCCCC4c4cccnc4)c3n2)cc1 (centres undefined)	0.9	-1.0	i	5.0	-1.6	0.1	21.4	-0.3
-0.3	-5.5	OCC1(Cc2cccc(Cl)c2)CCCN(Cc2sc(N3CCCC3)nc2Cl)C1 (centres undefined)	2.8	-10.4	i	-0.7	-0.1	2.4	1.6	-5.4
-0.8	3.7	O=C(OCC(=O)N1CCCC1=O)c1cc(S(=O)(=O)N2CCOCC2)ccc1F	2.4	-1.3	i	1.8	0.0	-0.3	0.6	-5.7
0.2	1.3	N#CCSc1nnc(COc2ccc3ccccc3c2)o1	3.1	-5.8	i	1.4	-0.9	-0.7	-3.7	-4.3
-0.3	0.2	O=C(COC(=O)C1CCC1)Nc1cc(S(=O)(=O)N2CCCCC2)ccc1Cl	-1.9	-5.6	i	-1.9	-0.5	0.1	-1.9	-3.4
-0.4	-3.1	COc1ccc(C(=O)N2CCCC(CNC(=O)c3ccc(F)cc3)C2)cc1OC (centres undefined)	-1.1	1.1	i	-2.7	0.2	0.0	-1.3	0.3
-2.6	0.2	C/C(=N\S(=O)(=O)c1ccc(C)cc1)N1CCN(S(=O)(=O)c2ccccc2)C1	4.2	-1.9	i	-0.5	-1.4	0.4	1.4	-10.8
52.5*	44.8*	C[n+]1cccc2c(Br)ccc([O-])c21	83.8*	2.4	i	17.4	0.2	0.1	49.0*	-14.9

LMPTP inh	CSN inh	canonical_smiles	DNMT1 block	NadD inh	Rpn11 block	STEP block	TbMetRS inhib	MsrA inhibitor	SUMO1-SIM PPI	Scp1 inh
2.7	-0.6	CSc1nc(-c2ccc(C)cc2)nc(N)c1C#N	1.3	-3.1	i	1.2	-0.1	2.7	-10.7	-26.6
-1.7	-7.4	CNC(=O)CN1C(=O)CSc2nc(C)cc(C)c21	-0.4	0.6	i	-0.2	-0.5	1.5	1.6	-0.1
0.1	-4.2	COc1cccc(-c2nc(CS(=O)(=O)CC(=O)NC3CCCCC3C)c(C)o2)c1 (centres undefined)	-3.3	-3.8	i	-1.3	-1.7	-0.3	-4.6	5.1
-0.4	-0.6	CCc1ccc(-n2c(SCc3c(C)noc3C)nnc2-c2ccncc2)cc1	-0.5	2.6	i	-3.7	-0.7	-0.3	-2.2	-2.0
-4.0	-0.1	NNC(=O)c1csc(-c2ccc(C(F)(F)F)cc2Cl)n1	6.2	4.5	i	5.7	-0.1	1.2	3.6	4.5
3.5	-4.7	Cc1ccc(CSC2=NCCN2S(=O)(=O)c2ccc(C)cc2)cc1	1.6	8.8	i	-2.0	-0.2	-0.6	-4.8	/
-0.6	0.3	CC(C)C(=O)Nc1nc2ccc(S(C)(=O)=O)cc2s1	-0.9	-4.4	i	-1.5	-0.9	0.1	-0.8	1.7
-0.9	-5.2	O=S(=O)(Nc1ccc(-n2cnnn2)cc1)c1cccc(F)c1	0.0	1.0	i	0.7	0.0	1.0	-0.4	-4.9

LMPTP inh	CSN inh	canonical_smiles	DNMT1 block	NadD inh	Rpn11 block	STEP block	TbMetRS inhib	MsrA inhibitor	SUMO1-SIM PPI	Scp1 inh
-0.3	-0.2	CCc1cccc(OCCCCNCCO)c1	1.3	0.2	i	2.4	-0.3	0.0	-2.2	-9.7
0.9	2.0	CCCc1cc(=O)[nH]c(SCC(=O)Nc2ccc(Br)cc2)n1	-0.3	1.7	i	-4.5	-0.1	-0.3	5.0	-9.0
0.4	-1.4	COc1ccc(CNc2nc3nc(C)c(Cl)c(=O)n3[nH]2)cc1	-1.1	-0.9	i	-0.3	-0.4	0.1	2.1	-9.0
0.3	-2.9	O=C(CSc1nnc2scc(-c3ccc(Cl)cc3)n12)NCc1ccc2c(c1)OCO2	-0.9	-2.7	i	-0.1	0.6	/	-1.7	-8.4
-3.4	5.2	O=c1[nH]ncc(N/N=C\c2ccncc2)c1Cl	1.9	-3.8	i	-1.8	0.1	9.6*	-15.1	-4.0
-1.0	-6.4	O=C(NCc1ccccc1Cl)C1CC(=O)N(Cc2ccccc2)C1 (centres undefined)	2.7	-3.1	i	-2.0	-1.6	-0.5	6.9	2.0
0.2	5.0	CCn1nc(C)cc1C(=O)N1CCCC(Nc2ccc(C(C)C)cc2)C1 (centres undefined)	-0.3	4.5	i	-1.2	-0.1	0.4	2.5	-6.7
0.3	4.6	COC(=O)c1ccc(Oc2nc(NC(C)C)nc(SC)n2)cc1	-4.0	-2.1	i	-3.8	-1.2	-1.5	1.7	-4.6

LMPTP inh	CSN inh	canonical_smiles	DNMT1 block	NadD inh	Rpn11 block	STEP block	TbMetRS inhib	MsrA inhibitor	SUMO1-SIM PPI	Scp1 inh
-1.1	1.4	CC1(C)Cc2c(cnn2-c2ccc(F)cc2)C(NC(=O)C2=NNC(=O)CC2)C1 (centres undefined)	1.1	0.1	i	0.1	-0.7	0.9	1.1	-8.6
0.5	0.5	c1ccc(CCC2CCCCN2Cc2cn[nH]c2-c2cc3ccccc3o2)nc1 (centres undefined)	-2.3	-7.4	i	0.0	-0.7	0.3	3.9	-6.5
-1.4	-1.1	Cc1nonc1OCCNc1ccc([N+](=O)[O-])cc1	0.9	-4.6	i	2.4	-0.3	0.6	-18.4	-0.8
-0.6	4.1	CCOC(=O)C1=C(CS(=O)(=O)c2ccc(C)cc2)NC(=O)NC1c1cc(OC)c(O)c(OC)c1 (centres undefined)	4.9	-1.6	i	1.7	0.5	1.2	4.4	-9.1
3.9	0.2	CC(=O)N1CCN(c2ccc(NCc3ccc(-c4ccc(Br)cc4)o3)cc2)CC1	-27.8	-4.0	i	0.2	-0.1	2.3	-12.2	-8.2
